HEK293 cAMP cs – qHTS Assay for Agonists of the Thyroid Stimulating Hormone Receptor: Activators of Intracellular cAMP Concentrations in Parental HEK 293; parental HEK293 CNG cAMP sensor, membrane potential fluorescence; Potency, µM (series often up to 57.1 µM), without a hit: top-dose activation, hits mostly activators; 2.5% of 73,000 active; AID 938, 2007; also: potency is read from the fitted curve at half-maximal effect; % of control where 0% means no effect; nearly all actives have a fitted effect of over 55% in size
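Parental HEK 293 cells stably expressing a cAMP-gated CNG channel were loaded with membrane potential dye containing 100 uM RO 20-1724 for 60 min. Compound added for 30 min; depolarization read as fluorescence intensity at 590 nm.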
ALOX15 inhib – qHTS Assay for Inhibitors of 15-hLO (15-human lipoxygenase); 1.4% of 74,000 active; AID 887, 2007; Potency, µM (highest dose often 57.1 µM), without a hit: at the highest dose activity change, negative = inhibition, usual class: inhibitors; purified 15hLO-1, xylenol orange hydroperoxide absorbance; Polyunsaturated fatty acid lipoxygenase ALOX15 (Homo sapiens), P16050; also: potency is read from the fitted curve at half-maximal effect; % is scaled to controls: 0 for no effect and ±100 for the full control effect; nearly all actives have a fitted effect of over 55% in size
Target sequence (P16050 whole entry, looked up): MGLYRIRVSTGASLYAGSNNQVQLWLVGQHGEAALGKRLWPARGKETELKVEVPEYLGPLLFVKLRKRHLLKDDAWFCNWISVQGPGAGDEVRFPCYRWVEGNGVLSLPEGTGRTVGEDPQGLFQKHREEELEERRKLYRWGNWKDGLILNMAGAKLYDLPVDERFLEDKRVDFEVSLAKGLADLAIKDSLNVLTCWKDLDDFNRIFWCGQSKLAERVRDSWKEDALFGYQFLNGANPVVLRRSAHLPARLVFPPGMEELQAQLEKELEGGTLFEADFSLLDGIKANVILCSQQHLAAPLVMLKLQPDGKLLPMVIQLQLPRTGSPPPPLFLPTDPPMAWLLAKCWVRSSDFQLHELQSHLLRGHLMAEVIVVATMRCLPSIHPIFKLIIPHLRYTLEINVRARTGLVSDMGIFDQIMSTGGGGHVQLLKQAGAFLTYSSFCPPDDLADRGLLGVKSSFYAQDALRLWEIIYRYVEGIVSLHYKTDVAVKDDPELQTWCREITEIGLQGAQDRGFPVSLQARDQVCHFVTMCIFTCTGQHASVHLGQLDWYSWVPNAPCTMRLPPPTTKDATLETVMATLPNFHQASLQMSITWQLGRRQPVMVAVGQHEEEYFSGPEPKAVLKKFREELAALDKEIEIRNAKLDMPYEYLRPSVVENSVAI
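Compounds were preincubated 15 min at room temperature with 40 nM purified human enzyme (25 mM Hepes pH 7.5, 0.01% Triton X-100); 50 uM arachidonic acid reacted 6 min. Fe-xylenol orange detection, 30 min, absorbance ratio 573/405 nm.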
Caspase-1 inhib – qHTS Assay for Allosteric/Competitive Inhibitors of Caspase-1; P29466; AID 900, 2007; Potency, µM (doses to about 57.5 µM), for the others: at the highest dose activity change, negative = inhibition, most hits filed as inhibitors; Caspase-1 enzyme, Ac-WEHD-AFC fluorogenic rate; 0.03% of 75,000 active;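 also: potency is read from the fitted curve at half-maximal effect; plate controls were vehicle for no effect and no substrate for full effect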
Caspase-7 inhib – qHTS Assay for Allosteric/Competitive Inhibitors of Caspase-7; recombinant caspase-7, Ac-DEVD-AFC fluorescence rate; 0.02% of 75,000 active; AID 889, 2007; Potency, µM (series often up to 57.5 µM), without a hit: top-dose activity change, negative = inhibition, actives largely listed as inhibitors; active = well fitted inhibition curve with a large enough effect in the main read-out, with a control signal flat, not every such curve was filed as active; inconclusive = small, poorly fitted or top-dose-only effect, or a change in a side signal; also: potency is read from the fitted curve at half-maximal effect; % of control where 0% means no effect
Target sequence (P55210 24-198 limits assumed): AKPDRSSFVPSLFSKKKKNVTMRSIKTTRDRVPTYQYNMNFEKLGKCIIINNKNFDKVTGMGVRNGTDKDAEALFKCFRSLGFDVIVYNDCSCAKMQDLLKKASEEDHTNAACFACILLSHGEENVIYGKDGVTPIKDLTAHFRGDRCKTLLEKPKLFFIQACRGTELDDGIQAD
Target sequence (P55210 207-303 limits assumed): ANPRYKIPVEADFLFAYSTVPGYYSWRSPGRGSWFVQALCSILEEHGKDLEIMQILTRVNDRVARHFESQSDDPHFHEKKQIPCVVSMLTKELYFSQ
Tau fil binding – qHTS Assay for Tau Filament Binding | Microtubule-associated protein tau (Homo sapiens), P10636 | Potency, µM (series often up to 57.1 µM), inactives show top-dose activity change, negative = inhibition | AID 596, 2007 | recombinant tau filaments, thioflavin S fluorescence, 15 h; filaments grown with octadecylsulfate alongside compound | 2% of 71,000 active;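 also: potency is read from the fitted curve at half-maximal effect; % is scaled to controls: 0 for no effect and ±100 for the full control effect; actives lower thioflavin S fluorescence by blocking filaments or displacing dye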
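Thioflavine S fluorescence (ex 450, em 510 nm) reports filaments formed from 1 uM human tau plus 30 uM ODS over 15 h at 37 C (10 mM HEPES pH 7.4, 100 mM NaCl, 5 mM DTT); compounds displacing dye or blocking filaments lower signal.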
BRCT PPI red – qHTS Assay for Inhibitors of BRCT-Phosphoprotein Interaction (Red Fluorophore). BRCT-phosphopeptide binding, red fluorescence polarization. Potency, µM (series often up to 76.9 µM), inactives show at the highest dose activity change, negative = inhibition, hits mostly inhibitors. 0.03% of 75,000 active; also: % is scaled to controls: 0 for no effect and ±100 for the full control effect
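Rhodamine-labelled pBACH1 10-mer (100 nM) bound to BRCT domain (100 nM) at pH 7.3; compounds incubated 12 min room temperature, polarization read. Free peptide defines full inhibition; unlabelled decapeptide titrated as control.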
BRCT PPI green – qHTS Assay for Inhibitors of BRCT-Phosphoprotein Interaction (Green Fluorophore) | BRCA1 BRCT-phosphopeptide binding, green fluorescence polarization | Potency, µM (titrated, usually from 76.9 µM), without a hit: at the top dose activity change, negative = inhibition, usual class: inhibitors | 0.05% of 75,000 active | AID 875, 2007;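 also: potency is read from the fitted curve at half-maximal effect; plate controls were peptide without protein for full effect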
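Compounds were incubated for 12 min at room temperature with a complex of 100 nM fluorescein-tagged pBACH1 decapeptide and 250 nM His-tagged BRCT protein. Buffer was phosphate pH 7.3 with EDTA, DTT and Tween 20. Disruption of binding lowers the polarization signal.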
Rhodamine fluor – qHTS Assay for Spectroscopic Profiling in Rhodamine Spectral Region | Rhodamine-region fluorescence, 547/598 nm, Tris buffer; stronger effect = higher value | AID 594, 2007 | max dye-equivalent concentration, M | 0.05% of 59,000 active; in the data active = max dye-equivalent concentration above about 11 nM; inconclusive = between about 1.1 nM and that limit
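Intrinsic compound fluorescence, ex 547 / em 598 nm, CCD imager. Tris 100 mM pH 8.0; 15 min RT. Output = rhodamine dye-equivalent concentration at each compound concentration.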
USP2a inh – qHTS Assay for Inhibitors of Ubiquitin-specific Protease USP2a; USP2a enzymatic assay, qHTS inhibition; 0.1% of 60,000 active; Potency, µM (doses to about 38.3 µM), for inactives: top-dose activity change, negative = inhibition, hits mostly inhibitors;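 also: potency is read from the fitted curve at half-maximal effect; nearly all actives have a fitted effect of over 60% in size; plate controls were DMSO for no effect and NEM full inhibition control for full effect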
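Coupled readout: USP2-cleaved Ub-PLA2 (20nM final) turns over NBD C6-HPC (20uM final), Ex 460nm/Em 535nm after 2.5 h, time-zero read flagging artifacts. Enzyme (20nM final, pH 8.0 Tris) given 30 min RT with compound first; NEM defines full inhibition.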
DNA Pol III inh – qHTS Assay for Inhibitors of DNA Polymerase III Holoenzyme System | reconstituted DNA polymerase III holoenzyme replication, biochemical | Potency, µM (doses to about 57.1 µM), without a hit: at the top dose activity change, negative = inhibition | 0.25% of 71,000 active; also: potency is read from the fitted curve at half-maximal effect; % is scaled to controls: 0 for no effect and ±100 for the full control effect
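Reconstituted *E. coli* holoenzyme (0.35 nM Pol III, 1 nM beta, 154 nM SSB, 2 nM primase) was preincubated with compound for 15 min at RT. Synthesis on 1.4 nM ssM13Gori ran 35 min, then was stopped with PicoGreen/EDTA and read as dsDNA fluorescence.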
HADH2 inh – qHTS Assay for Inhibitors of HADH2 (Hydroxyacyl-Coenzyme A Dehydrogenase, Type II) | 3-hydroxyacyl-CoA dehydrogenase type-2 (Homo sapiens), Q99714 | recombinant HADH2, NADH fluorescence, beta-hydroxybutyryl-CoA | Potency, µM (titrated, usually from 57.1 µM), inactives show top-dose activity change, negative = inhibition, hits mostly inhibitors | 3.4% of 73,000 active | AID 886, 2007; also: potency is read from the fitted curve at half-maximal effect; % is scaled to controls: 0 for no effect and ±100 for the full control effect; nearly all actives have a fitted effect of over 60% in size; many of its hits are not listed in these tables
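NADH fluorescence (ex 360/em 450 nm) read every 30 s for 4 min; activity taken as last-minus-first time point difference. Enzyme 20 nM, NAD+ 1 mM, beta-hydroxybutyryl-CoA 90 uM, pH 9.0 Tris buffer.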
Active calls of the source: *; i = inactive; ? = inconclusive; / = not tested or not shown; & = joins results of further samples; [ ] = another dose, or the depositor's remark. Unless noted, calls follow the shape of the dose curve; as a rule, active = well fitted curve in the direction sought with a large enough effect; inconclusive = small, poorly fitted or top-dose-only effect, or another doubt; inactive = no such curve, though single readings can be large; an effect the other way counts as inactive or inconclusive. An excerpt; rates above refer to the full screens.

molecule	Tau fil binding	Caspase-1 inhib	BRCT PPI red	BRCT PPI green	USP2a inh	HADH2 inh	ALOX15 inhib	Caspase-7 inhib	HEK293 cAMP cs	DNA Pol III inh	Rhodamine fluor
COc1ccc2nc3oc(C(=O)N4CCN(c5ccccc5F)CC4)cc3cc2c1	-1%	2%	0.1%	3.8%	2%	1%	-1%	-2%	?	4%	i
CCOC(=O)C1CCCN(C(=O)C2CCN(S(=O)(=O)c3cccs3)CC2)C1 (stereo not drawn)	0%	1%	1.3%	-1.3%	10%	12%	6%	0%	6%	-1%	i
O=C(Nc1ccc(Nc2ccccc2)cc1)C1CC1	10µM*	-2%	-1.2%	-1.8%	6%	4%	-6%	-2%	-13%	-5%	i
Cc1[nH]nc2c1C(c1ccccn1)N(c1ccc(Br)cc1)C2=O (stereo not drawn)	6%	0%	-1.7%	-1.5%	4%	5%	0%	0%	4%	-4%	i
COc1ccc(CCNC(=O)C2CCCN(C(=O)N(C)C)C2)c(OC)c1 (stereo not drawn)	-9%	-2%	0.8%	2.0%	-7%	7%	1%	0%	2%	0%	i
COc1ccccc1NS(=O)(=O)c1ccc(NC(=O)CCNC(=O)c2ccco2)cc1	-2%	0%	-0.5%	-1.8%	22%	-9%	2%	-1%	-6%	-6%	i
Nc1nc(-c2ccco2)cs1	-8%	-5%	0.0%	0.1%	-8%	7.9µM*	2%	-2%	-5%	1%	i
CCOC(=O)CSc1nnc(C2CCCCC2)n1C	4%	0%	-0.1%	-0.7%	1%	-7%	-9%	1%	3%	0%	i
Cc1oc(-c2ccc(Cl)cc2)nc1CN1CCC(C(=O)NCCCN2CCCC2=O)CC1	12%	-5%	1.0%	-0.4%	/	2%	1%	0%	2%	-2%	/
Cc1cc(C)c2c(c1)-c1c(ssc1=S)C(C)(C)N2C(=O)CSc1nncn1C	2µM*	-4%	-0.3%	-2.0%	38%[activator][7.66 µM]	?	?	1%	-13%[11.4 µM]	-2%[11.4 µM]	/
CCOC(=O)Cn1cnc2c(nnn2Cc2ccc(Cl)cc2)c1=O	4%	1%	-1.9%	4.8%	-3%	3%	23%	0%	-6%[2.29 µM]	-1%	i
Cc1cc(C)n(S(=O)(=O)c2ccc(C(C)(C)C)cc2)n1	-6%	0%	-0.4%	0.6%	0%	-4%	-27%	-2%	?	-4%	i
COc1cccc2cc(C(=O)NC(C)C3CCCO3)c(=O)oc12 (stereo not drawn)	?	-7%	-0.1%	-2.1%	-13%	-3%	-25%	-8%	1%	-2%	i
O=C(c1ccco1)N1CCN(C(c2ccccc2F)c2nnnn2Cc2cccs2)CC1 (stereo not drawn)	9%	2%	0.0%	0.6%	15%	-3%	-3%	-1%	26%	-1%	i
CNC1C(OC2C(O[C@@H]3C(O)C(O)[C@@H](N=C(N)N)C(O)C3N=C(N)N)OC(C)[C@@]2(O)CO)OC(CO)C(O)C1O (stereo partly drawn)	/	-1%	-2.7%	-1.0%[3.08 µM]	-8%	/	9%	0%	/	/	/
O=C(Nc1ccccn1)c1c(O)c2cccc3c2n(c1=O)CCC3	15%	-2%	-0.3%	-0.2%	/	9%	11%	2%	5%	-1%	i

An excerpt from above in order of length of the SMILES, ascending:
molecule	Tau fil binding	Caspase-1 inhib	BRCT PPI red	BRCT PPI green	USP2a inh	HADH2 inh	ALOX15 inhib	Caspase-7 inhib	HEK293 cAMP cs	DNA Pol III inh	Rhodamine fluor
COc1cccc2cc(C(=O)NC(C)C3CCCO3)c(=O)oc12 (stereo not drawn)	?	-7%	-0.1%	-2.1%	-13%	-3%	-25%	-8%	1%	-2%	i
COc1ccc(CCNC(=O)C2CCCN(C(=O)N(C)C)C2)c(OC)c1 (stereo not drawn)	-9%	-2%	0.8%	2.0%	-7%	7%	1%	0%	2%	0%	i
O=C(c1ccco1)N1CCN(C(c2ccccc2F)c2nnnn2Cc2cccs2)CC1 (stereo not drawn)	9%	2%	0.0%	0.6%	15%	-3%	-3%	-1%	26%	-1%	i

Next section.
molecule	Tau fil binding	Caspase-1 inhib	BRCT PPI red	BRCT PPI green	USP2a inh	HADH2 inh	ALOX15 inhib	Caspase-7 inhib	HEK293 cAMP cs	DNA Pol III inh	Rhodamine fluor
CC1CN(Cc2nc3c(c(=O)n(C)c(=O)n3C)n2CCc2ccccc2)CC(C)O1 (stereo not drawn)	2%	1%	-0.3%	-2.8%	2%	6%	-3%	-2%	22%	-1%	i
Cn1c(SCC(=O)Nc2ccc3cn[nH]c3c2)nnc1-c1cnccn1	-7%	2%	-1.3%	-1.6%	2%	3%	11%	-3%	19%	1%	i
Nc1nc(C2CCCN2S(=O)(=O)c2ccc(Cl)cc2)cs1 (stereo not drawn)	-14%	-10%	0.3%	-0.5%	7%	11%	-18%	1%	0%	0%	i
CCOC(=O)C1=C(C)Nc2ncnn2C1c1ccccc1F (stereo not drawn)	6%	-1%	-1.3%	-0.2%	9%	-3%	-1%	1%	8%	-3%	i
CCC(/C=C/C(C)C1CCC2C3CCC4=CC(=O)CC[C@@]4(C)C3CC[C@@]12C)C(C)C (stereo partly drawn)	/	-1%	-0.7%	0.4%	-4%	/	5%	1%	/	/	/
CCCc1nnc(NC(=O)CC(=O)OCC)s1	3%	-2%	-0.2%	-2.0%	7%	-3%	4%	0%	-4%	2%	/
N#Cc1c2n(c3c(=O)n(CC(=O)c4ccc(Br)cc4)cnc13)CCCC2	94%	0%	-1.0%	1.7%	41%[activator]	11%	7%	-6%	-7%	-5%	/
Cc1ccc(C(=O)CSc2nc(C)cc(SCc3nnc(-c4ccccc4)o3)n2)cc1	-3%	0%	0.1%	-0.7%	7%	9%	4%	2%	7.9µM*	-4%	i
COc1cccc(OC)c1C(=O)Nc1cccc(C(C)=O)c1	-12%	1%	1.9%	-1.1%	3%	-1%	2%	1%	3%	-5%	i
CCOC(=O)Cc1cc(=O)c2c(=O)n(-c3ccccc3)[nH]c2[nH]1	-6%	-5%	-0.7%	-3.7%	-3%	-12%	-1%	-2%	3%	-6%	i
CCS(=O)(=O)Nc1ccc(Cc2ccncc2)cc1	-12%	-7%	0.1%	-0.8%	2%	-4%	-2%	0%	-2%	-6%	i
COc1cccc(NC(=O)CSc2nccn2-c2cccc(OC)c2)c1	-2%	-1%	0.8%	0.3%	3%	3%	10%	1%	28%	-3%	i
Cc1cccc(NC(=O)c2ccccc2NC(=O)C(C)(C)C)n1	-6%	-1%	-0.7%	-2.0%	-3%	8%	-1%	2%	10%	-5%	i
O=C(CCCn1c(=O)oc2ccccc21)Nc1cccnc1	-9%	3%	-1.7%	-1.0%	3%	-2%	4%	0%	-5%	-4%	i
O=C(COC(=O)C1(c2ccc(F)cc2)CCCC1)N1CCN(C(=O)c2ccco2)CC1	0%	0%	0.3%	0.8%	1%	20%	6%	8%	20%	47%	i
CC1CCc2c(sc3nc(SCc4nc(-c5ccccc5)no4)n(C)c(=O)c23)C1 (stereo not drawn)	138%	-1%	-0.3%	-2.1%	/	4%	12%	-3%	2%	0%	/
CCn1cc(C(=O)NC2CC3CCC2C3)c(=O)c2ccc(C)nc21 (stereo not drawn)	12%	-3%	-1.5%	-3.6%	-2%	10%	0%	-2%	8%	-3%	i
CC(C)N1CC(O)=C(c2ccccc2)C1=N	7%	-1%	1.4%	-1.1%	0%	10%	6%	-1%	?	-5%	i
O=C1OC(c2ccc(O)cc2)(c2ccc(O)cc2)c2ccccc21	19%	2%&-1%	1.6%&1.8%	-0.1%[3.08 µM]	-26%	?	?	0%&2%	?	6%	i
O=C(O)CSc1nc2ccccc2[nH]1	3%[11.4 µM]	-1%[11.5 µM]	0.1%[15.4 µM]	-1.3%[15.4 µM]	/	-3%[11.4 µM]	3%[11.4 µM]	0%[11.5 µM]	6%[11.4 µM]	-3%[11.4 µM]	i
CCOC(=O)c1c(C)[nH]c(C)c1C(=O)CSc1nnc(-c2ccncc2)n1C	2%	-1%	1.0%	-0.2%	-2%	-8%	-1%	0%	-8%	-2%	i
COc1ccc(-n2c(=O)c(C)nc3cnc(Oc4ccccc4)nc32)cc1	-7%	-3%	0.8%	2.0%	77%[activator]	-8%	5%	-1%	19%	-5%	i
